D2 agonist – agonists of human D2 dopamine receptor; AID 485358; activation, % at 2 µM; hit rate 0.53% among 340,000; HEK293 T-REx D2 cells, calcium flux agonist mode;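 active means activation over 3 SD above normal in the single-dose calcium agonist read, cut at about 30% in these data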; further: 0% is about no effect
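In this primary screen, compounds producing a positive calcium signal within 180 s of addition to tetracycline-induced, force-coupled HEK293 Trex D2 cells are flagged; cells are dye-loaded with a no-wash calcium kit beforehand.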
D1 PAM – human D1 dopamine receptor positive modulation; P21728; AID 504651; hit rate 0.036% among 360,000; HEK293 TREx D1 cells, calcium flux, dopamine EC20 potentiation; potentiation, % at 10 µM; in the data active means potentiation above about 30%; further: 0% is about no effect
RXFP1 antagonist – antagonists of human relaxin receptor RXFP1; Q9HBX9; HEK293-RXFP1, relaxin-stimulated cAMP HTRF, 30 min; hits give low values; activity change, negative = inhibition, % at 57.5 µM; hit rate 0.59% among 350,000;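 active means activity change of -60% or lower, but not beyond a set lower limit; inconclusive means change between -60% and -40%, or beyond the set limit; inactive means change above -40%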; further: on the % scale 0 is the no-effect control and ±100 the full control effect
Target sequence (Q9HBX9 whole entry, looked up): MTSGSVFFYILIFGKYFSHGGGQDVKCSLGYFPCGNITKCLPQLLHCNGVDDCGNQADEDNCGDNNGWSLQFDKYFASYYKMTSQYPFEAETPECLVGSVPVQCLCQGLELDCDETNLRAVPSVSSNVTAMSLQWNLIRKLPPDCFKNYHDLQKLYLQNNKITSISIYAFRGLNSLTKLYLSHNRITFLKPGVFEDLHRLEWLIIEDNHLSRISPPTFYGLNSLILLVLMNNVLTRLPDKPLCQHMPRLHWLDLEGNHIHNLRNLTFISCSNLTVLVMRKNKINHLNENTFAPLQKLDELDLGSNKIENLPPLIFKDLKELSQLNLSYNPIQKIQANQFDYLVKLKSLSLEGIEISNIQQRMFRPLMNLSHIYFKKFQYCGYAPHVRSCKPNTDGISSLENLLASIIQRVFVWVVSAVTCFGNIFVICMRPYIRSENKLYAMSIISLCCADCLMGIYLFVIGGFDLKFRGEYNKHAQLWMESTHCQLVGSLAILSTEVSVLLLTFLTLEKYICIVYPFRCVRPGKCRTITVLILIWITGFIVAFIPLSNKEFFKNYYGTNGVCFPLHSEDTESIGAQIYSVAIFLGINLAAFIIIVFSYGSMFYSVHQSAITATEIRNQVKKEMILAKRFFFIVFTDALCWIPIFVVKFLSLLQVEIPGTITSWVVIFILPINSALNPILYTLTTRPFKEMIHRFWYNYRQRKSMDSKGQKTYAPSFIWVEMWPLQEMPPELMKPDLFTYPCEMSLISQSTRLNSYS
TRHR agonist – agonists of human TRH receptor; hit rate 0.18% among 360,000; AID 493084; activation, % at 2 µM; TRHR cells, calcium flux fluo-8, FDSS agonist mode; P34981; further: 0% is about no effect
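Steps: seed TRHR cells overnight; add fluo-8 no-wash Ca dye, RT 30 min–1.5 h; record 10 s baseline; pin-transfer compounds; monitor fluorescence 1 cycle/s for the agonist window. Calcium increases flag candidate agonists.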
D1 antag – human D1 dopamine receptor antagonism; P21728; HEK293 TREx D1 cells, calcium flux, dopamine EC80; hits give low values; activity change, negative = inhibition, % at 10 µM; hit rate 3.2% among 360,000; AID 504652; in the data active means activity change below about -30%; further: on the % scale 0 is the no-effect control and ±100 the full control effect
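Tetracycline-induced HEK293 T-REx cells with force-coupled D1 receptor were loaded with a no-wash calcium dye. Compound was added after a 10 s baseline and read kinetically for 180 s; EC80 dopamine was then added and calcium flux followed another 180 s.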
D1 ag – activates the human D1 dopamine receptor | HEK293 T-REx D1 cells, calcium flux, agonist mode | activation, % at 2 µM | hit rate 1% among 360,000 | AID 504660; further: 0% is about no effect
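Tetracycline-induced HEK293 TREx D1 cells, force-coupled to calcium signalling, were dye-loaded with a no-wash calcium kit. Compound was pin-added after a 10 s baseline. Fluorescence was read kinetically at 1 cycle/s for 180 s, with calcium rises flagged as agonism.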
TRHR enhancer – allosterically enhances the human TRH receptor; P34981; hit rate 0.66% among 360,000; AID 493056; enhancement, % at 2 µM; TRHR cells, fluo-8 calcium fluorescence, EC20 TRH enhancement; in the data active means enhancement above about 30%; further: 0% is about no effect
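TRHR-expressing cells loaded with fluo-8 calcium dye were read kinetically (ex 480/em 530) during compound addition, then stimulated with an EC20 of TRH (10 nM final). Enhancement of the Gq-mediated intracellular calcium response was scored.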
D2 potentiator – positively modulates the human D2 dopamine receptor allosterically; P14416; HEK293 T-REx D2, calcium flux, EC20 dopamine potentiation; potentiation, % at 10 µM; hit rate 0.34% among 340,000; AID 485347;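 active means potentiation over 3 SD above the plate norm, cut at about 30% in these data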; further: 0% is about no effect
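Tetracycline-induced HEK293 T-REx cells force-coupled to calcium signalling expressed D2; compounds were pin-added after a 10 s baseline, read kinetically 180 s, then an EC20 dopamine challenge followed with a further 180 s calcium read.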
D2 antagonist – D2 dopamine receptor (human) antagonism | hit rate 2% among 340,000 | P14416 | HEK293 TREx D2 cells, calcium flux, dopamine EC80 | AID 485344 | inhibition, % at 10 µM; in the data active means inhibition above about 30%; further: 0% is about no effect
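Inhibition of EC80 dopamine-driven calcium flux, recorded kinetically, defines activity here; cells are a tetracycline-induced HEK293 T-REx line expressing force-coupled D2.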
Starred values were filed as active, the others as inactive; ? = inconclusive; . = not tested or not shown; & = joins results of further samples. Unless noted, no stated cut-off is given here; in the data, active means activation above about 30%; inactive means the rest. Compounds were not picked by outcome, and some 7.1% of all compounds hit somewhere here.

Every second line gives: D2 agonist	D1 PAM	RXFP1 antagonist	TRHR agonist	D1 antag	D1 ag	TRHR enhancer	D2 potentiator	D2 antagonist
> Cc1noc(C)c1C(=O)Nc1nc(-c2ccc(F)cc2)cs1
→ 0.2	-5	-8	0.2	-3	2	-1	10	-4
> CCN(CC)S(=O)(=O)c1ccc(NC(=O)COC(=O)c2ccc(-n3nc(C)cc3C)cc2)cc1
→ 0.6	-8	2	0.8	-8	11	8	-5	-1
> CCc1cc2c(cc3c(=O)n(CC(=O)NC4CCC(C)CC4)nc(CC)n32)s1 (configuration not stated)
→ -0.7	-4	-11	-0.5	12	0	18	5	.
> COc1ccc(-c2ccc(CCC(=O)O)o2)cc1
→ 0.9	-7	-1	0.2	-4	0	5	13	-16
> CCC(C)(C)NC(=O)C(c1ccc(C)o1)N(Cc1cccs1)C(=O)Cn1nnc2ccccc21 (configuration not stated)
→ -2.8	-4	-26	1.7	-6	11	-5	-2	-21
> O=C(CSc1nncc2ccccc12)N1CCOCC1
→ 0.8	0	22	-0.3	5	3	-5	2	11
> c1ccc2c(CSCCc3ccncc3)cccc2c1
→ 0.1	-2	-3	-0.9	3	7	7	-8	-11
> NS(=O)(=O)c1ccc(NC(=S)NCc2ccc(F)cc2)cc1
→ 0.4	-1	6	0.5	5	1	-8	1	-1
> CCN1CCCC1CNCc1cccc(OC)c1OCc1ccccc1F (configuration not stated)
→ 0.6	-3	-6	0.5	7	1	0	1	5
> Cc1ccc(Oc2ncccc2CO)cc1
→ -0.4	-8	-20	0.4	1	2	16	5	-6
> CCCOC(=O)Cn1cnc2scc(-c3ccc(C)cc3)c2c1=O
→ 0.6	-5	-17	-0.2	3	2	-3	12	-4
> CCn1c(SCC(=O)NCCc2ccccc2)nc2c(c1=O)SC(C)C2 (configuration not stated)
→ 0.1	10	10	-0.1	80	21	1	11	-43
> COc1ccc(-n2nnnc2-c2cn(C)nc2C(F)(F)F)cc1
→ 0.1	3	2	-0.2	-19	6	12	-14	15
> O=C(Nc1ccc(Cl)cc1)N1CCCC(Cn2cccc2)C1 (configuration not stated)
→ .	-4	-19	0.9	1	8	0	.	.
> Cc1cc(Cl)ccc1OCC(=O)OC(C)C(=O)N(C)C (configuration not stated)
→ -0.1	-1	-5	0.1	2	0	3	9	-4
> Cc1cccn2c(=O)c3cc(C(=O)NC(C)C)n(C)c3nc12
→ -0.1	-4	-3	0.0	-23	2	-1	.	.
> CCCCn1cnc2c(c(-c3ccccc3)c(-c3ccccc3)n2Cc2ccco2)c1=N
→ 0.8	-8	-10	0.9	-3	47*	-12	-17	27
> CN(C)c1ncnc(N(C)C)c1[N+](=O)[O-]
→ -0.9	4	-21	-0.1	1	5	-1	4	13
> CCN(CC)/C(N)=N/c1nc(C)cc(C)n1
→ .	6	8	0.7	11	1	-4	-5	.
> O=C(Nc1ccccc1O)c1ccc2c(c1)C(=O)N(Cc1ccco1)C2=O
→ 0.1	-6	-15	0.3	-20	2	-5	-4	16
> CSc1nc2c(c(=O)[nH]c(=O)n2C)n1Cc1ccccc1Cl
→ -2.3	9	-2	-2.3	5	6	-2	8	5
> COCCn1nnnc1C(c1cccs1)N1CCN(c2ccccc2)CC1 (configuration not stated)
→ -0.2	-1	-19	-0.2	-5	1	1	-8	1
> COCCNC(=O)CN(C(=O)CCC(=O)Nc1ccccn1)c1ccc(F)c(Cl)c1
→ 0.2	3	.	0.2	-8	1	7	-2	-6
> COc1ccc(C(=O)NC(=S)Nc2ccc3c4c(cccc24)CC3)cc1OC
→ -1.0	-2	10	0.2	-7	3	5	6	3
> Cc1cc(C)cc(Oc2ccccc2/C=C\C(=O)O)c1
→ -0.4	3	-8	0.0	-10	2	-1	-5	-4
> CCn1c(C)c(C)c2cc(C(=O)NCCCN3CCOCC3)ccc21
→ 0.8	-5	-6	0.1	-1	9	1	-18	-3
> Cc1ccc(Cl)c(OCC(=O)Nc2ccc3c(c2)OCCO3)c1
→ 0.2	-8	-7	0.2	3	12	-1	-1	5
> COc1cc(-c2nc(C)c(C(C)=O)n2O)ccc1OCC(=O)Nc1ccc(F)cc1
→ -0.1	0	7	-0.1	6	0	2	.	-5
> O=C(Cn1ccc(NC(=O)OCc2ccccc2)nc1=O)NCc1ccc2[nH]ccc2c1
→ -0.4	-1	.	0.0	.	-2	3	-6	-18
> O=c1cc(CSc2nnc(COc3ccccc3)o2)c2ccccc2[nH]1
→ 0.7	5	-7	-1.0	-2	1	1	16	16
> CCCCN1C(=O)c2[nH]nc(-c3ccccc3O)c2C1c1ccc(OCc2ccccc2)c(OC)c1 (configuration not stated)
→ -0.2	5	?	0.4	2	-2	-1	-7	.
> O=C(CSc1nnc(-c2ccccc2Br)o1)N1CCN(C(=O)c2ccco2)CC1
→ 0.8	8	-3	-0.5	-1	1	2	3	-14
> COc1ccc(/C=N/NC(N)=S)cc1OC(=O)c1ccccc1
→ 0.8	-4	17	0.1	0	2	0	-7	24
> NS(=O)(=O)c1ccc(CNC(=O)CC23CC4CC(CC(C4)C2)C3)cc1
→ 0.7	-3	2	0.3	-20	2	1	-5	-4
> COc1ccc(C(=O)NCCC2=CCCCC2)cc1
→ -0.2	-5	4	-0.4	-11	1	-4	-6	-8
> Brc1ccc(-c2csc(-c3c[nH]c4ccccc34)n2)cc1
→ 0.6	-7	-7	1.1	-21	4	8	5	-13
> CCOC(=O)c1c(C)[nH]c(C(=O)COC(=O)CNC(=O)c2ccc(Cl)cc2Cl)c1C
→ -0.7	0	.	0.2	-2	2	-3	-1	16
> COc1ccc(-c2nnc(NC(=O)c3ccccc3C)o2)cc1
→ -0.8	-9	.	-0.7	4	4	-4	-1	51*
> O=C(/C=C/c1cccs1)NCc1cccnc1
→ -0.3	-5	7	-1.0	-8	1	10	-4	2
> COc1ccc(S(=O)(=O)c2ccccc2)cc1NC(=O)c1c(F)cccc1F
→ -1.4	-2	4	0.2	-8	3	-2	4	-15
> CCOc1ccc(N(CC(=O)N2CC=C(c3ccccc3)CC2)S(=O)(=O)c2c(C)noc2C)cc1
→ .	.	.	1.2	-1	6	0	.	.
> COC(=O)c1cc(COc2ccc3oc(C)c(C(=O)OC(C)C)c3c2)c(C)o1
→ 1.6	0	-4	1.1	-5	4	3	3	25
> S=C(NCc1ccccn1)Nc1ccccc1Cl
→ 0.7	-13	4	-1.3	-15	2	-1	-3	-1
> CCN(CC)C(=O)CS(=O)(=O)CC(=O)Nc1cc(OCCOC)c(Cl)cc1Cl
→ 0.0	1	-12	-1.1	-55*	1	-1	-5	-8
> CCOC(=O)c1[nH]c2ccc(OC)cc2c1NC(=S)N1CCN(c2ccccn2)CC1
→ 5.0	0	2	-0.2	1	1	-5	1	6
> COc1ccc(C(=O)COC(=O)C2CCCN2C(=O)C23CC4CC(CC(C4)C2)C3)cc1 (configuration not stated)
→ 0.1	-6	-1	-0.3	-2	2	-6	0	1
> CCOc1ccccc1OCCCC(=O)Nc1sccc1C(N)=O
→ -1.0	-3	-7	-0.7	-5	8	3	-2	3
> O=C1NC(=Nc2cccc(O)c2)S/C1=C\c1cccnc1
→ .	2	-11	0.4	4	2	5	.	.
> CCOC(=O)C1CCCN(c2c(N3CCN(c4ccccn4)CC3)c(=O)c2=O)C1 (configuration not stated)
→ -0.1	-12	.	0.2	-52*	1	3	5	16
> COc1ccc(S(=O)(=O)N2CCCC2)cc1OC
→ 0.2	-3	9	0.4	2	0	-6	-2	2
> CSc1cccc(N=C2C(=O)Nc3ccccc32)c1
→ -0.6	-3	7	0.0	-22	12	-7	2	3
> CCCn1c(C(C)Nc2nc(-c3cccc(Br)c3)cs2)nc2ccccc21 (configuration not stated)
→ -0.3	1	.	-0.4	14	1	0	-8	9
> CCc1cc(=O)oc2cc(C)cc(OCC(C)=O)c12
→ -1.6	-5	2	-0.8	-9	2	14	15	-2
> CN(C(=O)CCc1nnc(CCCCc2ccccc2)o1)C1CCOCC1
→ -1.5	-3	-7	0.1	-19	0	-1	0	7
> COc1ccc(-n2c(SCC(=O)Nc3cc(C)on3)nc3ccc(O)cc3c2=O)cc1OC
→ 0.1	2	-1	0.0	-4	0	4	16	12
> COc1cc(NC(=O)c2cccc(COCC(F)(F)C(F)F)c2)cc(OC)c1OC
→ 0.2	-2	-8	-0.1	1	2	-2	-5	6
> Cc1ccc2nc(C)c(C(=O)O)cc2c1
→ 0.3	1	-2	0.8	7	6	3	-12	2
> CCOc1ccc(NC(=O)C(C)NS(=O)(=O)c2ccc(NC(C)=O)cc2)cc1 (configuration not stated)
→ -0.1	-1	-6	0.8	-7	3	2	4	-1
> O=C(O)[C@@H]1[C@@H]2C[C@@H]2CN1c1ncccc1[N+](=O)[O-]
→ 0.1	-10	-13	1.7	-2	1	-1	-4	27
> Cc1cc(Br)ccc1NC(=O)C(C)c1ccc([N+](=O)[O-])cc1 (configuration not stated)
→ 0.5	2	2	1.3	-7	18	-2	0	3

(more compounds)
Every second line gives: D2 agonist	D1 PAM	RXFP1 antagonist	TRHR agonist	D1 antag	D1 ag	TRHR enhancer	D2 potentiator	D2 antagonist
> O=C(Cn1c(=O)n(Cc2ccco2)c(=O)c2cc(Cl)ccc21)NCC1CCCO1 (configuration not stated)
→ 2.5	-4	-14	0.0	-11	2	0	-4	-20
> O=C(O)c1cccc(S(=O)(=O)Nc2ccc(S(=O)(=O)N3CCOCC3)cc2)c1
→ 0.2	2	11	0.2	-7	-2	0	-17	-27
> Cc1ccc(C)c(OCc2cc(C(=O)N3CCN(c4ccccc4)CC3)no2)c1
→ 0.7	-2	0	1.1	30	1	-1	-7	-10
> COc1ccc(-c2nc(CN3CCN(c4ccccc4OC)CC3)c(C)o2)cc1
→ 0.4	-5	-7	0.3	-10	1	3	-28	99*
> COc1ccc(NC(=O)CN2CCN(CC(=O)Nc3ccccc3F)CC2)cc1OC
→ 0.3&-1.8	7&-1	1&-10	0.2&0.4	-3&12	3&0	4&0	-8&-6	20
> Cc1nn(C)cc1C(C(=O)NC1CCCCC1)N(CCc1ccccc1)C(=O)c1cnccn1 (configuration not stated)
→ 1.0	-5	-5	-0.4	12	3	13	-2	7

An excerpt from above in order of their number in RXFP1 antagonist, low to high:
SMILES | D1 PAM | RXFP1 antagonist | D1 antag | D1 ag | TRHR enhancer | D2 potentiator | D2 antagonist
COc1ccc(-c2nc(CN3CCN(c4ccccc4OC)CC3)c(C)o2)cc1 | -5 | -7 | -10 | 1 | 3 | -28 | 99*
Cc1nn(C)cc1C(C(=O)NC1CCCCC1)N(CCc1ccccc1)C(=O)c1cnccn1 (configuration not stated) | -5 | -5 | 12 | 3 | 13 | -2 | 7
Cc1ccc(C)c(OCc2cc(C(=O)N3CCN(c4ccccc4)CC3)no2)c1 | -2 | 0 | 30 | 1 | -1 | -7 | -10
O=C(O)c1cccc(S(=O)(=O)Nc2ccc(S(=O)(=O)N3CCOCC3)cc2)c1 | 2 | 11 | -7 | -2 | 0 | -17 | -27

Screening results from PubChem.
